Screens from PubChem.
STAT3 act: activators of IL-6 induced STAT3 signaling. U3A cells, IL-6 STAT3-luciferase reporter, luminescence; 100% = signal with IL-6 EC80 alone. activation (% of control), % at 5.6 µM. 190,000 tested, 0.91% active. AID 871;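 active means activation above the screen-wide mean of compound activation plus 3 SD, cut at about 130% in these data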;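 further: 0% = background luminescence of wells with medium and substrate only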
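Test system: STAT3-luciferase reporter U3A cells; Detection: reporter luminescence signal; Times: 1 h compound pre-exposure, 6 h IL-6 stimulation, 37 °C; Benchmarks: IL-6-only high control; Also added: IL-6 stimulus at 33 ng/mL final.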
APP 5'UTR act: APP 5'UTR luciferase reporter activation; SH-SY5Y APP 5'UTR luciferase reporter, luminescence; zero percent = DMSO vehicle wells; activation, % at 2 µM; 190,000 tested, 1% active;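 active means activation above a set limit, based on mean plus 3 SD of controls, cut at about 140% in these data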; further: values of inactives mirror those of a sister screen read the other way
STAT1 act: increases IFN-gamma driven STAT1 reporter signal | NIH 3T3 STAT1-luciferase reporter, luminescence; 100% = IFN-gamma alone, no compound | 200,000 tested, 2.6% active | activation (% of control), % at 5.5 µM | AID 932;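 active means activation above the screen-wide mean activation plus 3 SD, cut at about 130% in these data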;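 further: raw ratio to IFN-gamma control signal so 100% means no change and 0% no light; values of inactives mirror those of a sister screen read the other way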
NF-kB expr up: raises NF-kB expression in human neuronal cells | NF-kB reporter expression; active compounds read high | fold change at 12.5 µM | 190,000 tested, 1.6% active; in the data active means fold change above about 3.3
STAT1 inh: reduces IFN-gamma driven STAT1 reporter signal | NIH 3T3 STAT1-luciferase reporter, luminescence | inhibition, % at 5.5 µM | 200,000 tested, 0.35% active | AID 920;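 active means inhibition above a set limit, the mean inhibition across all tested compounds plus 3 SD, cut at about 34% in these data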;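 further: 0% = IFN-gamma with DMSO and 100% = IFN-gamma with 300 µM nifuroxazide; values of inactives mirror those of a sister screen read the other way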
RAM network inh: yeast RAM network inhibition; S. cerevisiae dse1pr::URA3 reporter, 5-FOA growth OD615, 2 d; analog-sensitive cbk1-as2 kinase mutant strain; inhibition, % at 50 µM; 190,000 tested, 1.8% active; AID 868;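 active means inhibition above a set limit, 3 SD over mean compound inhibition, cut at about 8.4% in these data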;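 further: 0% = DMSO-only wells with no growth and 100% = 10 µM 1-NA-PP1 full growth; inhibition rescues growth on 5-FOA so higher OD means more RAM inhibition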
FLuc inhib CS: inhibits firefly luciferase, flagging false hits in luciferase inhibition screens | P08659 | ATPLite firefly luciferase biochemical luminescence, 10 min | inhibition, % at 10 µM | 200,000 tested, 1.5% active;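 active means inhibition above about 50% when tested at 10 µM, limit read from the data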
Target sequence (P08659 whole entry, looked up): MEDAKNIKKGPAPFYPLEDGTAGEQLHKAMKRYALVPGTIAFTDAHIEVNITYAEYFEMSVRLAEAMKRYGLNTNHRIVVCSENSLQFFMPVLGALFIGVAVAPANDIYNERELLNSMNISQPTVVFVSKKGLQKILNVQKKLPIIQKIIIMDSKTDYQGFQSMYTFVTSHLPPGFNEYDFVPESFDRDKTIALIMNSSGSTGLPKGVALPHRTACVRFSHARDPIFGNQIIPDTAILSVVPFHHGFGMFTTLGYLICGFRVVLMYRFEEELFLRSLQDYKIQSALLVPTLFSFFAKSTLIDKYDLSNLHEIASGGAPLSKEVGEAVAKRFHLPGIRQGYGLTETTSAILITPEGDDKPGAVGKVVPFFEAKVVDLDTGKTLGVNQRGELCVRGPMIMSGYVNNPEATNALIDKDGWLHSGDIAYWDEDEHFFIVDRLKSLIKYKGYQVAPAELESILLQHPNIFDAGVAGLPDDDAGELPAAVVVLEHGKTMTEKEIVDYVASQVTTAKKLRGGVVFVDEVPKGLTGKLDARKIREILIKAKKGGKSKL
Hsp70 activator: switches on Hsp70 transcription | HeLa Hsp70 promoter luciferase reporter, luminescence; scaled: vehicle 0, proteasome-inhibitor control 100% | activation, % at 10 µM | 200,000 tested, 0.04% active;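 active means activation above the mean across all tested compounds plus 3 SD, cutoff set per campaign, cut at about 5.5% in these data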;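 further: 100% = MG132 at 30 µM as the positive control and 0% = DMSO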
STAT3 inh: STAT3 signaling inhibition | U3A cells, IL-6 STAT3-luciferase reporter, luminescence; host cell line lacks STAT1 | inhibition, % at 5.5 µM | 190,000 tested, 0.89% active | AID 862;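 active means inhibition above the mean inhibition across all screened compounds plus 3 SD, cut at about 44% in these data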;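 further: 0% = DMSO only wells and 100% = 100 µM nifuroxazide control wells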
APP transl inh: APP translation inhibition. SH-SY5Y APP 5'UTR-luciferase reporter, luminescence. inhibition, % at 2 µM. 190,000 tested, 0.82% active. AID 1285;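 active means inhibition above a set limit, derived from the sample mean plus 3 SD, cut at about 45% in these data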; further: values of inactives mirror those of a sister screen read the other way
The depositor's hits bear a star; x = not tested or not shown.

SMILES	STAT3 act	APP 5'UTR act	STAT1 act	NF-kB expr up	STAT1 inh	RAM network inh	FLuc inhib CS	Hsp70 activator	STAT3 inh	APP transl inh
COc1ccc(CC(=S)N2CCOCC2)cc1	102	-8	105	0.97	-6	0.7	-8	0.2	3	8
COCCNC(=O)CSc1ncnc2sc(-c3ccccc3)cc12	104	5	108	1.2	-11	1.1	0	0.0	2	-6
CCOC(=O)c1nn(-c2cccc(OC)c2)c2nc(Nc3ccccc3)cc(=O)n12	93	2	109	1.1	-10	7.9	-9	-0.5	10	-2
O=C(NCc1ccncc1)c1cc2ccccc2nc1Cl	104	24	88	1.3	13	3.7	-4	-0.4	-6	-24
O=C1CCC(=O)N1c1nc2n(n1)C(c1ccccc1)C=C(c1ccc(Br)cc1)N2 (configuration not stated)	72	-10	101	1.5	-1	2.1	2	-0.3	35	10
COc1ccccc1C(=O)NCC(=O)OCC(=O)Nc1cccc(S(=O)(=O)N2CCCCCC2)c1	92	-18	106	1	-7	5.6	-5	-0.2	14	18
Cc1ccccc1NC(=O)c1ccc(-c2ccc(Cl)cc2Cl)o1	91	-2	110	1.3	-11	5.5	2	-0.5	12	2
CCOc1ccc(C2c3[nH]c4ccccc4c3CCN2Cc2cn(CC)nc2C)cc1 (configuration not stated)	140*	-7	117	0.77	-21	-0.9	-4	-0.2	-38	6
CCN(c1ccc(F)cc1)S(=O)(=O)c1ccc2[nH]cc(C(=O)NCCCN3CCOCC3)c(=O)c2c1	103	15	99	0.96	0	1.0	-4	-0.2	1	-15
Cc1ccc2c(c1)N(CCCC(=O)NCCCN1CCCC1=O)C(=O)CO2	106	-28	99	1.1	1	1.2	-1	-0.2	-7	28
O=C(CC1Oc2ccccc2NC1=O)NCCCN1CCOCC1 (configuration not stated)	99	-5	101	1.1	-1	1.3	-6	-0.2	6	5
Cc1cc(NC(=O)c2cc(-c3ccccc3)on2)n(-c2ccccc2)n1	92	-1	100	1.2	0	7.0	-3	-0.2	13	1
CN(C)S(=O)(=O)c1ccc2nnn(OCC(=O)NC34CC5CC(CC(C5)C3)C4)c2c1	87	-2	92	1.2	9	0.0	-5	-0.5	19	2
COc1ccc(-c2cc(=O)[nH]c(NCc3ccccc3)n2)cc1	93	-10	108	1.1	-9	2.3	-5	-0.3	13	10
COc1cccc(NC(=O)COC(=O)c2ccco2)c1	103	8	93	1.1	8	0.6	4	0.5	-2	-8
Cc1cc(=O)n2nc(N3CCCC(C(=O)N4CCOCC4)C3)sc2n1 (configuration not stated)	102	-8	103	0.99	-5	0.4	1	-0.3	2	8
CCO[C@@H]1OC(C(=O)N2CCN(Cc3ccc4c(c3)OCO4)CC2)=C[C@H](C)[C@H]1CCCO	x	-6	102	0.96	0	-0.1	-2	-0.3	x	6
CCC(C)(C)n1nnnc1CN1CCN(C(c2ccccc2)c2ccccc2)CC1	101	-17	105	0.38	-2	0.4	-8	-0.5	3	17
O=C1CC2CS(=O)(=O)CC2N1c1ccc(Cl)cc1Cl (configuration not stated)	100	3	96	1	4	1.3	-12	-0.5	-1	-3
COc1ccc(CCNC(=O)COC(=O)c2cnccn2)cc1	106	-8	96	1.1	4	0.2	-2	-0.2	-3	8
Cc1[nH]c2ccccc2c1C(=O)CN1CCCC1	101	3	95	1.1	6	-0.2	3	-0.2	4	-4
Cc1ccccc1-n1nc2c(c1NC(=O)c1ccc(S(=O)(=O)N(C)C)cc1)CSC2	98	2	104	1.3	-4	6.1	-5	0.1	5	-2
CN(C)S(=O)(=O)c1ccc(Cl)c(NC(=O)CSc2nnnn2-c2ccc(O)cc2)c1	105	-5	86	0.77	16	1.1	7	-0.5	-5	5
Cc1ccc(NC(=O)CCC(=O)NNC(=O)NC23CC4CC(CC(C4)C2)C3)cc1C	107	14	97	1.1	2	4.4	-4	-0.5	-2	-14
CCC(=O)NC(Nc1cc(C)cc(C)n1)(C(F)(F)F)C(F)(F)F	101	7	103	1.2	-3	1.4	-3	-0.4	2	-7
SMILES	STAT3 act	APP 5'UTR act	STAT1 act	NF-kB expr up	STAT1 inh	RAM network inh	FLuc inhib CS	Hsp70 activator	STAT3 inh	APP transl inh
O=C(/C=C\c1ccccc1)Nc1ccc(NC(=O)c2ccco2)cc1	93	-3	111	1	-14	7.5	-2	-0.1	12	3
C=CCOCCN(C)C1=NS(=O)(=O)c2cc([N+](=O)[O-])ccc21	103	-16	93	0.68	8	3.7	-6	-0.2	6	16
Cc1nc2nc(SCC(N)=O)[nH]c2cc1Br	91	-2	101	1.1	-2	0.3	2	-0.6	16	2
Cc1cccc(CN2CCN(c3nc4nonc4nc3NC3CC3)CC2=O)c1	95	8	103	0.92	-5	1.8	-8	0.0	10	-8
COCCNC(=O)CS(=O)(=O)Cc1nc(-c2ccc(C)cc2)oc1C	98	x	100	0.88	0	2.2	-1	-0.3	12	x
Cc1c(N)c(C(C)(C)C)cc(C(C)(C)C)c1[N+](=O)[O-]	102	17	97	1.1	3	3.2	-11	-0.3	1	-17
Cc1cccc(OCC(O)CN2C(C)(C)CC(O)CC2(C)C)c1C (configuration not stated)	100	6	103	1	-4	0.0	1	-0.7	1	-6
S=c1[nH]nc(COc2ccc3ccccc3c2)o1	102	3	103	1.2	-4	-2.5	25	-0.1	0	-3
O=C1CSC(c2cn(-c3ccccc3)nc2-c2cccs2)N1CC1CCCO1 (configuration not stated)	102	-13	103	0.91	-3	3.1	-1	-0.3	2	13
COc1cc(C(=O)N(Cc2ccco2)Cc2cc3ccccc3[nH]c2=O)cc(OC)c1OC	102	10	103	1	-4	5.0	0	-0.3	1	-10
O=C(CC(=O)N/N=C/c1ccc(Cl)cc1Cl)NCc1ccccc1	88	-6	92	1.1	9	3.5	-7	0.3	17	6
CCN(C(=O)c1cc(Cl)ccc1OC)c1ccccc1C	103	3	89	1.2	8	1.5	-5	-0.1	-1	-3
CCCCc1ccc(NC(=S)NCc2ccccc2OC)cc1	103	25	100	1.1	0	0.7	-10	0.0	-4	-25
COCCn1c(SCC#N)nnc1-c1ccc([N+](=O)[O-])cc1	98	-13	103	1.1	-5	0.5	-3	0.4	9	13
CCOC(=O)CC1ON(C)C(=O)N1c1ccc(Cl)cc1Cl (configuration not stated)	102	-12	95	1.3	2	3.0	-2	-0.1	-3	12
CC(=O)Nc1cc(NC(C)=O)cc(-c2nc3ccccc3[nH]2)c1	97	-28	100	1.2	-3	-0.8	0	-0.4	7	28
C/C(O)=C/c1nc2ccccc2[nH]c1=O	102	9	97	1.1	3	1.5	-2	-0.1	2	-9
Cc1ccc(-c2nnc(-c3ccc(Br)cc3)o2)o1	95	17	118	3.8*	-20	0.5	25	0.4	9	-16
O=C(NCCCN1CCOCC1)c1cc(-c2ccc(Cl)cc2)on1	97	-17	99	0.87	1	-0.7	-2	-0.3	2	17
CC(=O)Nc1cc(S(=O)(=O)Nc2ccccc2)c(C)cc1C	94	3	91	0.94	11	0.5	-3	-0.4	15	-3
CCCCOn1c(C)c(C(C)=O)c2c3no[n+]([O-])c3ccc21	103	-5	95	1.2	4	3.5	-4	0.0	1	6
COc1cccc(CCNc2ccc(N3C(=O)CC(C)C3=O)cc2[N+](=O)[O-])c1 (configuration not stated)	104	13	94	1	6	0.7	2	0.2	-3	-13
COc1ccc(NC(C)=O)cc1NC(C)C(=O)Nc1ccc(F)cc1 (configuration not stated)	99	x	96	1	4	-0.4	-5	-0.4	0	x
Cc1csc2nc(CNC(=O)c3cccc(C(F)(F)F)c3)cn12	97	-2	96	1.1	4	-0.7	-2	0.0	7	2
O=C(Cn1cc(C(=O)c2ccco2)c2ccccc21)NCc1ccco1	103	3	110	1.3	-11	2.5	-5	0.0	1	-4
SMILES	STAT3 act	APP 5'UTR act	STAT1 act	NF-kB expr up	STAT1 inh	RAM network inh	FLuc inhib CS	Hsp70 activator	STAT3 inh	APP transl inh
Cc1ccc(C(=O)Nc2cccc(C(=O)N3CCOCC3)c2)cc1	105	63	105	2.1	-6	0.1	8	0.3	-3	-63
Cc1nc(-c2cccc(S(=O)(=O)N3CCOCC3)c2)cs1	97	23	95	0.96	5	0.4	-3	-0.2	8	-23
CC(C)CNC(=O)CSc1nnc(-c2ccccn2)n1Cc1ccccc1	101	-6	94	1	6	0.9	-6	-0.3	5	6
CCCCOC(=O)C1=C(C)NC(=O)NC1c1ccc([N+](=O)[O-])s1 (configuration not stated)	93	2	97	1.2	3	0.8	-2	0.0	10	-2
CN(C)S(=O)(=O)Nc1cc(F)cc(F)c1	99	-1	100	1.5	-2	0.4	-6	-0.2	6	1
CCn1cc(C(=O)O)c(=O)c2cc(F)c(N3CCN(S(=O)(=O)c4ccc(NC(=O)OC)cc4)CC3)cc21	103	-14	100	0.85	0	2.2	-6	-0.2	-2	14
O=C(Cc1cccc2ccccc12)Nc1nc(-c2cccc([N+](=O)[O-])c2)cs1	98	-4	98	0.91	2	3.7	-5	-0.3	8	4
COc1ccccc1C(=O)n1nc(-c2cccnc2)nc1NCc1ccccc1	100	4	100	0.92	-2	0.1	2	-0.1	7	-4
Cn1c(=O)cc(SCC(=O)N2CCN(Cc3ccc4c(c3)OCO4)CC2)c2ccccc21	102	4	103	1.1	-3	0.5	1	0.0	1	-4
COc1ccc(/C(O)=C2\C(=O)C(=O)N(CCN(C)C)C2c2cccc(OC)c2OC)cc1 (configuration not stated)	97	-5	97	1.3	3	-0.3	-9	-0.5	7	5
CCC(C)(C)NC(=O)CN(Cc1cccs1)C(=O)CNS(=O)(=O)c1ccc(C)cc1	105	-9	103	1	-3	4.3	-10	-0.5	-4	9
CCOc1ccc(NC(=O)CSc2nc3ccccc3c(=O)n2CCCC(=O)NCCCN2CCCC2=O)cc1	103	1	100	0.93	0	0.8	-6	-0.1	4	-1
CC(C)C(=O)Nc1cccc(C(=O)NCCc2ccc(S(N)(=O)=O)cc2)c1	102	1	105	1.6	-6	0.8	-12	-0.1	0	-1
Cc1ccc(N(C(C)C(=O)Nc2cc(Cl)ccc2Oc2ccccc2)S(C)(=O)=O)cc1 (configuration not stated)	110	-3	100	0.89	-1	6.8	-7	-0.1	-4	3
O=C(O)c1ccc(F)c(S(=O)(=O)Nc2ccccc2Cl)c1	97	8	97	1	2	0.4	-4	-0.1	6	-8
O=C(NCCCN1CCOCC1)c1ccc(S(=O)(=O)N2CCOCC2)cc1	94	-4	100	1.4	1	5.5	-4	-0.1	13	4
O=C(N/N=C1\C2CN3CCN(C2)CC1(c1ccccc1)C3)Nc1ccccc1	89	-16	97	1.3	3	1.7	0	0.5	16	16

Reprinted at random: three records from the list
SMILES	STAT3 act	APP 5'UTR act	STAT1 act	NF-kB expr up	STAT1 inh	RAM network inh	FLuc inhib CS	Hsp70 activator	STAT3 inh	APP transl inh
CN(C)S(=O)(=O)Nc1cc(F)cc(F)c1	99	-1	100	1.5	-2	0.4	-6	-0.2	6	1
O=C(Cn1cc(C(=O)c2ccco2)c2ccccc21)NCc1ccco1	103	3	110	1.3	-11	2.5	-5	0.0	1	-4
COc1ccc(CC(=S)N2CCOCC2)cc1	102	-8	105	0.97	-6	0.7	-8	0.2	3	8

This is a random part of the collection; 7.7% or so of the library scored in one or more.
